Screens: PubChem, National Center for Advancing Translational Sciences (NCATS)
NPSR antagonist = qHTS Assay for Antagonists of the Neuropeptide S Receptor: cAMP Signal Transduction. CHO-NPSR cells, cAMP TR-FRET, antagonist mode. 1% of 220,000 active. Potency, µM (series often up to 38.3 µM), without a hit: top-dose activity change, negative = inhibition, hits mostly inhibitors; further: potency means the concentration at half of the fitted maximal effect; on the % scale 0 is the no-effect control and ±100 the full control effect; nearly all actives have a fitted effect of over 50% in size; many of its hits are not listed in these tables
Target sequence (Q6W5P4 whole entry, looked up): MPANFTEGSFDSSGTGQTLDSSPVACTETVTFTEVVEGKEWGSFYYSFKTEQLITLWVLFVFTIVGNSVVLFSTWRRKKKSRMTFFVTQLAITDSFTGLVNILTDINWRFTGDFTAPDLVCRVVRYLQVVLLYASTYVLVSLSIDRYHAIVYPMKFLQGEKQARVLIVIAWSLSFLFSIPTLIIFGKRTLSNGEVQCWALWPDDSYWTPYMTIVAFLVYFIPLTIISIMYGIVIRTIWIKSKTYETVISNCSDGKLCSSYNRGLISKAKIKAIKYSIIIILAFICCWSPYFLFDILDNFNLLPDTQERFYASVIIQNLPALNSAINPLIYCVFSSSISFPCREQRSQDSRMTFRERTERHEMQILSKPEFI
CBFb RUNX1 block = qHTS Assay for Compounds Blocking the Interaction Between CBF-beta and RUNX1 for the Treatment of Acute Myeloid Leukemia. Runt-related transcription factor 1 (Homo sapiens) + Core-binding factor subunit beta …. AlphaScreen CBFb-His/RUNX1-biotin binding, biochemical. Potency, µM (highest dose often 59.8 µM), for inactives: at the top dose activity, negative = inhibition, most hits filed as inhibitors. 230,000 tested, under 10 active. AID 1477, 2009; further: % of control where 0% means no effect
Target sequence (Q01196 whole entry, looked up): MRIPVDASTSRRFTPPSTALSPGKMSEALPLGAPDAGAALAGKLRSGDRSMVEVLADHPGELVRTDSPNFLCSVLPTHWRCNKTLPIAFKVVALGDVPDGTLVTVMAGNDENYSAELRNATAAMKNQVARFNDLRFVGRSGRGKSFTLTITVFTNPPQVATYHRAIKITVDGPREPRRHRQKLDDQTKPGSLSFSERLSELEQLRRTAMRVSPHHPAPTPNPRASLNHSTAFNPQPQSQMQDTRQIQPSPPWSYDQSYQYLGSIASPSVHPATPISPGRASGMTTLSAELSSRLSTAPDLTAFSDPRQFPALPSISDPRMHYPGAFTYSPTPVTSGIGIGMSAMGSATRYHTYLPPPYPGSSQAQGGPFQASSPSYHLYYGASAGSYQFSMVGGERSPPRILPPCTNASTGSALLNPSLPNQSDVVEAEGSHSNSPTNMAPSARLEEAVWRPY
Target sequence (Q13951 whole entry, looked up): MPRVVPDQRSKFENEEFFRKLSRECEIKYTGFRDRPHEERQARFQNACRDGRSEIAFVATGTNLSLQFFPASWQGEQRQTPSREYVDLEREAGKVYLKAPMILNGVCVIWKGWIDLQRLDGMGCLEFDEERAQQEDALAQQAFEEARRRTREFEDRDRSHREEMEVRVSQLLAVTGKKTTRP
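AlphaScreen binding: CBFb-His and RUNX1-biotin (30 nM each) preincubated 20 min, compound added for 15 min, then nickel and streptavidin beads for 90 min, all at room temperature. Disruption of the interaction by any mechanism counts as activity.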
LMNA splice mod = qHTS Assay for Modulators of Lamin A Splicing. HeLa LMNA splicing GFP/RFP minigene ratio, 48 h. Potency, µM (titrated, usually from 46.1 µM), for inactives: at the top dose ratio change, negative = inhibition, most hits filed as inhibitors. 0.01% of 200,000 active. AID 1487, 2009; active means well fitted inhibition curve with a large enough effect in the signal ratio, with a control signal flat, not every such curve was filed as active; inconclusive means small, poorly fitted or top-dose-only effect, or effect the other way, or a change in a side signal; the % refers to the signal ratio; further: potency means the concentration at half of the fitted maximal effect; on the % scale 0 is the no-effect control and ±100 the full control effect
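S3 HeLa stable clones carrying a lamin A-EGFP splicing minigene plus DsRed2 were seeded at 600 cells/well in Opti-MEM with 2% FBS, pin-dosed and incubated 48 h at 37°C. Acumen cytometry (488 nm) gave the GFP/RFP total-intensity ratio.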
HttQ103 aggreg = qHTS Multiplex Assay to Identify Dual Action Probes in a Cell Model of Huntington: Aggregate Formation (GFP); PC12 HttQ103-GFP aggregates, Acumen cytometry, 40 h; 1.1% of 220,000 active; Potency, µM (highest dose often 46.1 µM), without a hit: at the top dose activity change, negative = inhibition, usual class: inhibitors; further: potency means the concentration at half of the fitted maximal effect; on the % scale 0 is the no-effect control and ±100 the full control effect; nearly all actives have a fitted effect of over 60% in size
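Read-out: GFP aggregate count by laser scanning cytometer (488 nm excitation, 500-530 nm emission, 1–25 µm objects >6 SD above background). Cells: PC12, inducible HTTex1-Q103-GFP, 100 nM tebufenozide; compounds titrated.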
Epigenetic derep = Quantitative High-Throughput Screen for Regulators of Epigenetic Control; murine LDR cells, GFP reporter derepression, 30 h; Potency, µM (series often up to 53.9 µM), for the others: top-dose GFP activation, actives largely listed as activators; AID 1865, 2009; 0.2% of 280,000 active; further: potency means the concentration at half of the fitted maximal effect; % of control where 0% means no effect; nearly all actives have a fitted effect of over 60% in size
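Readout is the number of GFP-expressing murine LDR cells, counted by cytometry following washing. Cells were treated with compound for 30 h at 37 C; the stably integrated CMV-GFP locus is normally silent.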
IMPase Li cell = qHTS Assay for Identifying the Cell-Membrane Permeable IMPase Inhibitors: Potentiation with Lithium; CHO-M1 cells, IP1 TR-FRET (IP-One), carbachol + lithium; Potency, µM (titrated, usually from 59.4 µM), for the others: top-dose activity, negative = IMPase inhibition, hits mostly inhibitors; 0.35% of 210,000 active;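 further: IP1 builds up when IMPase is blocked and the TR-FRET signal falls; potency means the concentration at half of the fitted maximal effect; plate controls were basal vehicle for no effect and high inhibitor control for full effect; nearly all actives have a fitted effect of over 50% in size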
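Steps: plate 2000 CHO-M1 cells per well and culture 16–30 h; add compound and lithium; incubate 30 min, 37C; add d2-IP1 tracer and Eu cryptate anti-IP1 antibody in lysis buffer; read after 10 min at room temperature.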
KinaseGlo FLuc = Counterscreen for Luciferase (Kinase-Glo TM) Inhibition. Kinase-Glo luciferase, ATP luminescence, 8 min. Potency, µM (doses to about 38.3 µM), for inactives: at the top dose activity change, negative = inhibition, most hits filed as inhibitors. 0.28% of 200,000 active. AID 1379, 2008; further: potency means the concentration at half of the fitted maximal effect; on the % scale 0 is the no-effect control and ±100 the full control effect; nearly all actives have a fitted effect of over 60% in size
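Compounds were added to a substrate mix at pH 7.2 (50 mM imidazole, 10 uM ATP, within the enzyme's linear range), followed by Kinase-Glo detection reagent; luminescence was measured after 8 minutes at ambient temperature.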
Starred values were filed as active, the others as inactive; u = inconclusive; x = not tested or not shown; [ ] = remark or other dose. Unless noted, the call rests on the fitted dose curve; in most records, active means well fitted curve in the direction sought with a large enough effect; inconclusive means small, poorly fitted or top-dose-only effect, or another doubt; inactive means no such curve, though single readings can be large; an effect the other way counts as inactive or inconclusive. This is a subset; count on the stated rates, not on these rows.

item	compound	NPSR antagonist	CBFb RUNX1 block	LMNA splice mod	HttQ103 aggreg
1	O=C1NC2(NN1c1ccccc1)C1CC3CC(C1)CC2C3 (configuration not stated)	-7%[46.1 µM]	-3%	25%	-3%
2	O=S(=O)(c1ccccc1Cl)N1CCC(O)(c2cccnc2)CC1	-6%	2%	6%[46 µM]	0%[9.22 µM]
3	COC(=O)NCc1ccc2c(c1)OCO2	12%[46.1 µM]	3%	-9%	9%
4	Cc1nn(CC(=O)N2N=C(C(F)F)CC2(O)C(F)F)c(C)c1[N+](=O)[O-] (configuration not stated)	10%	7%	4%	u
5	CCCCN1CCc2c([nH]c3ccccc23)C1=O	-6%[46.1 µM]	4%	-5%	15%
6	Cc1nnc(N2C(=O)C(O)=C(C(=O)c3ccco3)C2c2ccc(C(C)C)cc2)s1 (configuration not stated)	-51%	0%	-4%	10%
7	O=C(Nc1ccc(N2CCCC2)cc1)c1ccc(Br)o1	-6%[46.1 µM]	-21%	-4%	13%
8	COc1ccc(NC(=S)Nc2cc(C)cc(C)n2)cc1OC	-1%[46.1 µM]	1%	-12%	13%
9	CCOC(=O)c1nn(-c2cc(C(=O)OC)cc(C(=O)OC)c2)cc1O	-6%[46.1 µM]	-2%	0%	-8%
10	COc1cc(C(=O)N2CCN(c3ncnc4sc(C)c(C)c34)CC2)cc(OC)c1OC	-12%[46.1 µM]	-8%	u	u
11	COc1ccc(N2CCn3c2nc2c3c(=O)n(CCc3ccccc3)c(=O)n2C)c(OC)c1	-11%[46.1 µM]	9%	-4%	11%
12	O=C(NCc1ccccc1)c1noc2c1CCCCC2	-3%[46.1 µM]	0%	9%	31%
13	CCOC(=O)Cn1c(N2CCCCCC2)nc2c1c(=O)[nH]c(=O)n2C	-5%[46.1 µM]	5%	-6%	7%
14	COc1ccc(-n2c(CNC(=O)COc3ccc(Cl)cc3Cl)n[nH]c2=S)cc1	-29%	1%	x	-1%
15	CCN(CC)CCNC(=O)Cn1nc(-c2ccc(C)cc2)ccc1=O	0%[46.1 µM]	-3%	11%	12%

item	Epigenetic derep	IMPase Li cell	KinaseGlo FLuc
1	1.2%	34%[38.3 µM]	17%
2	0.0%	3%	1%
3	0.0%	21%[38.3 µM]	-3%
4	-1.0%	2%	1%
5	1.0%	25%[38.3 µM]	-2%
6	-7.9%	u	1%
7	-1.6%	21%[38.3 µM]	-17%
8	1.7%	x	x
9	-0.4%	-8%[38.3 µM]	-3%
10	-8.3%	x	x
11	9.6%	5%[38.3 µM]	-1%
12	1.0%	6%[38.3 µM]	1%
13	0.7%	7%[38.3 µM]	0%
14	-1.2%	3%	-2%
15	-0.4%	2%[38.3 µM]	1%

Profiles, looked up by structure:
Listed for O=S(=O)(c1ccccc1Cl)N1CCC(O)(c2cccnc2)CC1 = NPSR antagonist: -6%; CBFb RUNX1 block: 2%; LMNA splice mod: 6%[46 µM]; HttQ103 aggreg: 0%[9.22 µM]; Epigenetic derep: 0.0%; IMPase Li cell: 3%; KinaseGlo FLuc: 1%
Listed for O=C1NC2(NN1c1ccccc1)C1CC3CC(C1)CC2C3 (configuration not stated) = NPSR antagonist: -7%[46.1 µM]; CBFb RUNX1 block: -3%; LMNA splice mod: 25%; HttQ103 aggreg: -3%; Epigenetic derep: 1.2%; IMPase Li cell: 34%[38.3 µM]; KinaseGlo FLuc: 17%
Listed for CCOC(=O)c1nn(-c2cc(C(=O)OC)cc(C(=O)OC)c2)cc1O = NPSR antagonist: -6%[46.1 µM]; CBFb RUNX1 block: -2%; LMNA splice mod: 0%; HttQ103 aggreg: -8%; Epigenetic derep: -0.4%; IMPase Li cell: -8%[38.3 µM]; KinaseGlo FLuc: -3%

(next part)
item	compound	NPSR antagonist	CBFb RUNX1 block	LMNA splice mod	HttQ103 aggreg
16	CCOC(=O)N1CCN(C(=O)COc2ccc(Cl)cc2C)CC1	-1%[46.1 µM]	-1%	-10%	11%
17	O=C(COC(=O)/C=C/c1ccc(Cl)cc1)Nc1ccccc1-c1ccccc1	10%	4%	-9%	10%
18	CC(=O)C1=C(S(=O)(=O)c2ccc(C)cc2)CS(=O)(=O)C1	-34%	6%	u	18%[9.22 µM]
19	Cc1ccc(C2CC(=O)NC(SCc3ccccc3)=C2C#N)cc1 (configuration not stated)	0%[46.1 µM]	-4%	u	-3%
20	CCOC(=O)N1CCN(Cc2nc(N)nc(Nc3ccc(OC)cc3)n2)CC1	-12%[46.1 µM]	-23%	-7%	9%
21	Cc1ccc2c(c1)NC(=O)C(CC(=O)NCc1ccc(F)cc1)O2 (configuration not stated)	-10%[46.1 µM]	0%	-1%	-16%
22	CCCN(CCC)S(=O)(=O)c1nc2nc(C)cc(C)n2n1	9%	3%	x	2%[9.22 µM]
23	O=C(CSc1nnc(CNc2ccc(F)cc2)n1Cc1ccco1)NC1CC1	-5%[46.1 µM]	-2%	-5%	-12%
24	COc1ccc(S(=O)(=O)N/N=C(/C)c2cccc(NC(=O)c3ccccc3Cl)c2)cc1	-7%[46.1 µM]	-2%	-9%	9%
25	O=C(OCc1ccccc1F)c1ccc2c(c1)OCCO2	-8%[46.1 µM]	u	8%	-12%
26	CCCCn1c(SCC(=O)Nc2nccs2)nc2ccccc2c1=O	-3%[46.1 µM]	-7%	6%	-11%
27	CCN(CC)S(=O)(=O)c1ccc(OC)c(NC(=S)Nc2cccc(C)c2)c1	-6%	10%	-9%	-20%
28	Cc1ccc(CCNC(=O)CN2C(=O)COc3ccccc32)cc1	-12%[46.1 µM]	2%	-1%	-6%
29	CCc1nc(NC(C)(C)C)c2cnn(-c3ccccc3)c2n1	13%[7.67 µM]	4%	x	-1%[9.22 µM]
30	Cc1cccc(C2=N/C(=C\c3cccnc3)C(=O)O2)c1	-2%[46.1 µM]	0%	-9%	-22%

item	Epigenetic derep	IMPase Li cell	KinaseGlo FLuc
16	4.6%	18%[38.3 µM]	-2%
17	-3.0%	0%	0%
18	3.8%	26%	-2%
19	2.5%	21%	6%
20	-2.8%	22%[38.3 µM]	-3%
21	-0.1%	2%[38.3 µM]	2%
22	-1.0%	x	x
23	-0.2%	-1%[38.3 µM]	-1%
24	-3.1%	-1%[38.3 µM]	2%
25	-0.3%	8%	5%
26	2.2%	-19%[38.3 µM]	-6%
27	4.5%	3%	1%
28	6.0%	10%[38.3 µM]	2%
29	1.1%	x	x
30	-3.4%	-2%	2%

The list continues:
item	compound	NPSR antagonist	CBFb RUNX1 block	LMNA splice mod	HttQ103 aggreg
31	Cc1cc(C(=O)N2CCN(c3ncccn3)CC2)cs1	u	0%	9%	14%
32	CCn1cc([N+](=O)[O-])c(C(=O)Nc2ccc3c(c2)OCCO3)n1	1%[46.1 µM]	-4%	-2%	7%
33	CC(C)(C)c1ccc(/C=C2\SC(=O)N=C2N)cc1	0%	-3%	19%[9.22 µM]	u
34	Cc1ccnc(NC(=O)CCC(=O)N(CC(=O)NC2CCCCC2)Cc2ccc3c(c2)OCO3)c1	-16%[46.1 µM]	3%	-6%	-9%
35	COCCNC(=S)NCc1cccs1	5%	15%	u	13%
36	O=C(CSc1nnc2ccccn12)Nc1ccccc1C(=O)O	21%	5%	x	-2%
37	O=C(NNc1nc(-c2ccccc2)cs1)c1cccs1	2%	-21%	x	8%[9.22 µM]
38	CCCCNC(=O)OCC(CC)NC(=O)OC(C)C (configuration not stated)	-11%[46.1 µM]	6%	4%	0%
39	c1ccc2[nH]c(SCc3cn4ccccc4n3)nc2c1	10%	0%	x	-2%
40	COc1cc([N+](=O)[O-])cc(/C=N/N(CCC#N)C(C)=O)c1O	-18%	-5%	u	x
41	COc1ccc(/C=N/NC(=O)c2nc(-c3ccccc3)cc(-c3ccccc3)n2)cc1O	-42%	-29%	u	-15%
42	Cc1ccccc1NS(=O)(=O)c1ccc(N2CCCC2=O)cc1	9%[46.1 µM]	1%	u	-2%
43	CCc1cc2ccc(C)cc2nc1SCC(=O)Nc1cc(C)on1	17%	3%	7%[46 µM]	9%[9.22 µM]
44	COc1ccc2oc(=O)c(NC(=O)C3CCCCC3)cc2c1	-10%[46.1 µM]	1%	3%	1%
45	NC(=S)N/N=C/c1c[nH]c2ccccc12	2%	u	x	-1%[9.22 µM]
46	CCOc1ccc(N2C(=O)c3ccccc3C2O)cc1 (configuration not stated)	-7%[46.1 µM]	-2%	8%	-20%
47	CN1C(=O)N(C)C2(c3ccccc3)Nn3c(s/c(=C/c4ccccc4)c3=O)=NC12c1ccccc1 (configuration not stated)	-13%[46.1 µM]	-4%	6%	7%
48	CC1CC(C)CN(C(=O)c2cccc(S(=O)(=O)Nc3cc(C(F)(F)F)ccc3Cl)c2)C1 (configuration not stated)	-14%	5%	u	-13%

item	Epigenetic derep	IMPase Li cell	KinaseGlo FLuc
31	-1.3%	-2%[38.3 µM]	-1%
32	-1.1%	5%[38.3 µM]	-14%
33	-2.4%	-4%	0%
34	-1.0%	8%[38.3 µM]	2%
35	-1.1%	-4%	0%
36	2.6%	0%	4%
37	0.0%	x	x
38	0.0%	1%[38.3 µM]	10%
39	-0.6%	8%	1%
40	0.0%	5%	-1%
41	-1.1%	11%	1%
42	-2.1%	6%[38.3 µM]	1%
43	2.1%	-3%	-6%
44	-2.5%	u	-3%
45	-1.4%	x	x
46	0.3%	-6%[38.3 µM]	3%
47	-5.8%	-1%[38.3 µM]	3%
48	-0.8%	6%	3%

A different layout for some results above.
entry | molecule | NPSR antagonist | CBFb RUNX1 block | LMNA splice mod | HttQ103 aggreg | Epigenetic derep | IMPase Li cell | KinaseGlo FLuc
26 | CCCCn1c(SCC(=O)Nc2nccs2)nc2ccccc2c1=O | -3%[46.1 µM] | -7% | 6% | -11% | 2.2% | -19%[38.3 µM] | -6%
27 | CCN(CC)S(=O)(=O)c1ccc(OC)c(NC(=S)Nc2cccc(C)c2)c1 | -6% | 10% | -9% | -20% | 4.5% | 3% | 1%
